OX1R FRET antag – blocks the human orexin 1 receptor; 330,000 tested, 1.8% active; inhibition, % at 6.6 µM; OX1R-expressing cells, FRET antagonist read-out; AID 485270; O43613; in the data active means inhibition mostly above about 38%, no sharp cut-off; inactive means mostly below about 40%;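 further: 0% = agonist challenge alone and 100% = reference antagonist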
Target sequence (O43613 whole entry, looked up): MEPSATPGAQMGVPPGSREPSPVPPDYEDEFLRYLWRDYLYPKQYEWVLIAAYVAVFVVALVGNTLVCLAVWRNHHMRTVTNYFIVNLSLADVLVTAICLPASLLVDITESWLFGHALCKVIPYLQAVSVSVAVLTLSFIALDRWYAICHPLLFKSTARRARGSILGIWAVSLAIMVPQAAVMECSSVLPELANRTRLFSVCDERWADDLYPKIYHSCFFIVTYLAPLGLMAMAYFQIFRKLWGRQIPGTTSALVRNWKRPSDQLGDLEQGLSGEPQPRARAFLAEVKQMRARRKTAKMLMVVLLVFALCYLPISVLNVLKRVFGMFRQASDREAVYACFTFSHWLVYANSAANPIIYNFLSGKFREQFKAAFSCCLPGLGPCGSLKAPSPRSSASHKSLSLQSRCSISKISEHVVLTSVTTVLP
STK33 inh – blocks human STK33 kinase activity. purified STK33, MBP phosphorylation, ADP-Glo luminescence. inhibition, % at 10 µM. 320,000 tested, 0.073% active. AID 2661;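 active means inhibition at or above 25%, using the most active replicate where run in duplicate; inactive means inhibition below 25%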
Target sequence (Q9BYT3 whole entry, looked up): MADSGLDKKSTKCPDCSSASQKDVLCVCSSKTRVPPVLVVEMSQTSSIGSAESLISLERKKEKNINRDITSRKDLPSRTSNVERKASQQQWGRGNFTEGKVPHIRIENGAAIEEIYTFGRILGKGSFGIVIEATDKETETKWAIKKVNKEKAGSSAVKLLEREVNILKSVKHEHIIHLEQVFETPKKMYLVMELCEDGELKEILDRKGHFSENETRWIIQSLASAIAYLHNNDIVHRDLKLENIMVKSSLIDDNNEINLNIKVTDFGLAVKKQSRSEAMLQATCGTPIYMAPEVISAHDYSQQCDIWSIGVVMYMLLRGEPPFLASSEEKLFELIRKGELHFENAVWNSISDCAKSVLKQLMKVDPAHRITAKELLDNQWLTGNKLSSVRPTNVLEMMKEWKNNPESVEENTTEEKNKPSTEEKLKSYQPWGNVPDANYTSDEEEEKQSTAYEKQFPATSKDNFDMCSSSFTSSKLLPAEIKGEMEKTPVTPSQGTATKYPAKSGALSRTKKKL
KCNQ2 block – KCNQ2 channel blockers in CHO-K1 cells – cell-based, FluxOR thallium flux, B-score, primary screen (AID 2156); O88943; 20 min; active compounds read low; B-score at 10 µM; 310,000 tested, 1.1% active;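 active means fluorescence ratio B-score at most minus 3 library SDs, with starting brightness B-score within 2 library SDs, cut at about -5.5 in these data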
Starred values were filed as active, the others as inactive; i = inactive; / = not tested or not shown.

The first 3 entries (preview)
SMILES	OX1R FRET antag	STK33 inh	KCNQ2 block
O=C(Nc1ccc(N2CCOCC2)c(S(=O)(=O)Nc2ccc(Cl)cc2)c1)c1ccc(=O)[nH]n1	6	-3.0	/
CN(C(=O)c1ccc2c(c1)OCO2)C1CCCCC1	15	-0.9	i
CC(=O)Nc1ccc(S(=O)(=O)N(Cc2ccccc2)C(C)C)cc1	43*	-0.5	i

Results, from the start:
SMILES	OX1R FRET antag	STK33 inh	KCNQ2 block
O=C(Nc1ccc(N2CCOCC2)c(S(=O)(=O)Nc2ccc(Cl)cc2)c1)c1ccc(=O)[nH]n1	6	-3.0	/
CN(C(=O)c1ccc2c(c1)OCO2)C1CCCCC1	15	-0.9	i
CC(=O)Nc1ccc(S(=O)(=O)N(Cc2ccccc2)C(C)C)cc1	43*	-0.5	i
COc1cccc(CNC2CCCc3ccccc32)c1OC (stereo not given)	5	0.2	i
c1ccc(C[n+]2cccc3c4ccccc4ccc32)cc1	77*	-1.2	i
COc1cc2c(cc1OC)CN(CC(=O)Nc1cccc(C)c1)CC2	27	-0.1	i
CN(C)c1ccc(/C=N/NC(=O)c2nonc2N)cc1[N+](=O)[O-]	33	1.2	i
CCCCn1c(C)cc(C)c(S(=O)(=O)c2ccccc2C)c1=O	13	-0.5	i
COc1ccc(NC2c3ccccc3C(=O)N2c2ccccn2)cc1 (stereo not given)	26	-1.4	i
O=C(O)c1ccc(N2C(=O)c3cccc4cccc(c34)C2=O)cc1	/	0.4	i
COc1ccc(N2CCN(CC(O)COc3ccccc3[N+](=O)[O-])CC2)cc1 (stereo not given)	9	0.0	i
O=C(COc1ccccc1Cl)NC(=O)NC1CCCCC1	7	-0.1	i
CC1CCCCN1CCCNC(=O)CN1C(=O)c2cccnc2Oc2ccc(Cl)cc21 (stereo not given)	34	1.5	i
O=C(NCCCNCCCNC(=O)c1ccccn1)c1ccccn1	15	0.1	i
Cc1ccc(C)c(C(=O)COC(=O)Cn2c(C)csc2=O)c1	5	-1.1	i
CC(Oc1ccc2c3c(c(=O)oc2c1)CCCC3)C(=O)NCC(O)c1ccccc1 (stereo not given)	8	0.4	i
COc1cc(S(=O)(=O)N2CCOCC2)ccc1NC(=O)CN1c2cccc3cccc(c23)S1(=O)=O	10	-0.3	i
CC(=O)Nc1ccc(NC(=O)CCCSc2nc3ccccc3[nH]2)cc1	17	-3.8	i
COc1ccc(-n2c(=O)c(CCC(=O)NCCc3ccccc3F)nc3ccccc32)cc1	1	-0.4	/
CCN(CC)S(=O)(=O)c1ccc(C)c(NC(=O)CSc2nnnn2C)c1	7	-0.3	/
COc1ccc(Cl)cc1NC(=O)C/C(C)=N/NC(=O)c1ccc(O)cc1	/	0.3	i
O=C1C=C(c2ccccc2)C[C@@H](c2ccc3c(c2)OCO3)C1	6	-0.1	/
Cn1c(=O)c2c(ncn2CC(=O)N2CCc3ccccc3C2)n(C)c1=O	-5	0.6	i
Cc1ccccc1CCN1CCCC(CN(C)CC(C)(C)C)C1 (stereo not given)	7	-0.2	i
COC(=O)c1ccc(NC(=S)NC2CCCCC2)cc1	17	-0.4	i
COC(=O)CSc1nnc(-c2ccccn2)n1N	4	0.8	i
Cc1cc(Cl)nc(-c2ccccc2O)n1	11	-1.2	i
CN(C)S(=O)(=O)c1ccc(N2CCCC2)c(C(=O)N2CCC(C(N)=O)CC2)c1	24	-0.6	i
O=C(NCC1OCCc2ccccc21)c1ccco1 (stereo not given)	16	-0.2	i
COc1cc2c(cc1OC)C(c1ccccc1OC(C)C)CC(=O)N2 (stereo not given)	4	-0.9	i
NS(=O)(=O)c1ccc(CCNC(=O)c2cccc(OC(F)F)c2)cc1	13	-0.8	i
O=C(O)CC(NC(=O)COc1ccccc1)c1cccc([N+](=O)[O-])c1 (stereo not given)	12	-1.3	i
O=C(Nc1cccc(O)c1)C(=O)Nc1ccccn1	16	13	i
O=C(Cn1nnc(-c2ccccc2)n1)N1CCCCC1	11	-2.3	i
Cc1cccc(CSc2nc3c(c(=O)[nH]2)CCC3)c1	4	-2.1	i
CCNc1c(NC(C)=O)c(=O)oc2ccccc12	10	0.5	i
Cn1c(=Nc2ccc(N3CCOCC3)cc2)ccc2ccccc21	21	-0.3	i
O=C(NCCCn1ccnc1)c1nc(Cn2cc(Br)cn2)no1	11	/	i
O=C(CCN1C(=O)C2CCCCC2C1=O)Nc1nc2c(F)cc(F)cc2s1 (stereo not given)	7	0.2	/
CCCn1nc2cc(C(=O)NCCc3cccs3)ccc2c1OCC	13	-0.8	i
Cc1cc2nnc(SCC(=O)OC(C)C)n2c2ccccc12	7	-1.1	i
COC(=O)C1=NNC(C(=O)c2ccco2)C1c1ccccc1 (stereo not given)	-3	0.2	i
O=C(NC1CCCN(Cc2ccccc2F)C1)C1CCC1 (stereo not given)	15	-0.9	i
Cc1ccc(S(=O)(=O)NC2c3cccc4cccc(c34)C2Sc2nncn2C)cc1 (stereo not given)	-19	-0.4	i
CCOC(=O)Cn1nc(-c2ccccc2)c2cnc3ccc(CC)cc3c21	9	0.7	i
COc1ccc(C2/C=C\CN(C(=O)c3ccccc3)CC(=O)N2Cc2ccc(F)cc2)cc1 (stereo not given)	8	-0.8	i
CCOC(=O)C1CCN(C(=O)/C=C/c2ccc(S(=O)(=O)N3CCOCC3)cc2)CC1	13	-1.1	/
CC(C)N1CCN(Cc2cnc(-c3ccccc3)s2)CC1CCO (stereo not given)	19	-1.5	i
O=C(c1ccco1)N1CCN(S(=O)(=O)c2ccc(C3CCCCC3)cc2)CC1	14	-0.2	i
Cc1nc2ccccc2c2oc(C(=O)N3CCC(N4CCCCC4)CC3)cc12	-8	-0.1	/
OCCC1CN(Cc2ccc3ncccc3c2)CCN1Cc1ccccc1 (stereo not given)	16	-0.6	i
CCN1CCN(C(=O)/C=C\C(=O)O)CC1	4	0.0	i
CCCN1CCC(NCc2cn(C)nc2-c2ccc(Oc3ccccc3)cc2)CC1	6	0.4	i
CCOC(=O)c1[nH]c(C)c(C(=O)/C=C/c2ccc(C(=O)O)cc2)c1C	1	2.1	i
O=S(=O)(c1cccc(-c2nnco2)c1)N1CCCC1	10	-1.5	/
CCCNS(=O)(=O)c1cc(Br)cc2c1N(C(=O)CC)CC2	0	-3.2	i
Cc1cc(C)c(NS(=O)(=O)c2ccc3c(c2)NC(=O)C(C)C(=O)N3)c(C)c1 (stereo not given)	11	-1.0	i
Cc1nn(CC(=O)NCCCN2CCCC2=O)c(C)c1[N+](=O)[O-]	9	0.1	/
Cc1ccc(CNC(=O)CNC(=O)[C@@H]2Cc3ccccc3CN2C(=O)OC(C)(C)C)cc1	-6	-0.5	i
COc1ccc(CCNCC(O)c2ccccc2)cc1 (stereo not given)	-4	0.4	i

(next part)
SMILES	OX1R FRET antag	STK33 inh	KCNQ2 block
CCCN1CNc2c(c(=O)[nH]c(=S)n2CCc2ccccc2)C1	16	-0.1	i
COc1cccc2[nH]c(C(=O)NCCCN3CCCC3=O)cc12	16	-1.1	i
Cc1ccc(/C(O)=C/c2nc3ccccc3oc2=O)cc1	3	-3.8	i
O=C(OCc1ccc([N+](=O)[O-])cc1Cl)c1cnccn1	26	0.1	i
CC(=O)Cc1nsc(NC(=O)c2ccccc2Cl)n1	9	-1.8	i
Cn1c(SCC(=O)Nc2ccc(F)cc2F)nnc1-c1cccnc1	7	-2.8	i
CCOC(=O)COc1ccc(/C=C2/C(=O)NN(c3ccc(F)cc3)C2=O)cc1OC	-13	-0.6	i
COc1ccc(/C=C(\C#N)C(=O)OCC(=O)N2CC(C)OC(C)C2)cc1 (stereo not given)	24	-1.1	i
Cc1ccc(NC(N)=S)cc1	7	0.9	i
Cc1nc(NC(=O)C23CCC(C)(C(=O)O2)C3(C)C)sc1C (stereo not given)	11	-1.4	i
Cc1ccc(C)c(S(=O)(=O)N2CCN(CC(=O)Nc3cc(C)on3)CC2)c1	20	-2.5	i
CC(C(=O)Nc1sc2c(c1C(=O)NCC1CCCO1)CCC2)N1C(=O)c2ccccc2C1=O (stereo not given)	25	0.0	i
Cc1occc1-c1nnc(SCC(=O)NC2CCCC2)n1-c1ccccc1	19	-0.6	i
CC1=NN(C(C#N)c2ccccc2C)C(c2ccccc2)C1 (stereo not given)	18	-1.0	i
COc1ccc(NC(=O)COC(=O)c2ccc(O)cc2)c([N+](=O)[O-])c1	17	-2.6	i
CC(C)(C)C1CCC2(CC1)C(C#N)=C(SCC(=O)NC1CCCCC1)NC(=O)C2C#N (stereo not given)	18	-1.4	i
COc1ccc(-c2cn[nH]c2-c2ccc(OC)cc2)cc1	19	2.6	i
CCCCNC(=O)c1ccccc1SCC(=O)NC1CCCCCCC1	29	-1.6	/
Brc1ccc(-c2cn3ccccc3n2)s1	27	1.9	i
Cc1ccc2c(c1)N(C(=O)CCC(=O)NCCCN1CC(C)CC(C)C1)CCO2 (stereo not given)	8	0.1	i
Cc1ccc2c(CSc3nc4ccccc4c(=O)n3CCCO)cc(=O)oc2c1C	29	1.7	i
CCOC(=O)C1(c2ccccc2)NC(c2ccccc2C)C2C(=O)N(c3ccc4c(c3)OCO4)C(=O)C21 (stereo not given)	1	-0.8	-7*
CCOC(=O)N1CCN(/C=C(\C#N)c2nc3ccccc3s2)CC1	16	-0.5	i
c1ccc2c(c1)CCN(C1CCCCC1)C2	25	0.0	i
COc1cc(CNCc2ccccn2)ccc1OCc1ccccc1Cl	5	0.0	i
CC(C)NC(=O)CN1CCC(c2nc3ccccc3[nH]2)CC1	4	1.1	i
CC1CC(C)CN(c2ccc(-n3cnnn3)cc2[N+](=O)[O-])C1 (stereo not given)	5	-0.1	i
Clc1ccc(/C=C/c2nc3ccccc3[nH]2)cc1	24	4.7	i
CN(C)S(=O)(=O)c1ccc(S(=O)(=O)N2CCN(CCC#N)CC2)cc1	12	-1.3	i
CN(CC(=O)Nc1ccccc1Cl)C(=O)c1cc(C2CC2)nn1-c1ccccc1	10	-1.2	/
Cc1ccc(S(=O)(=O)N2CCC(C(=O)OCC(=O)N(C)C3CCCCC3)CC2)cc1C	3	/	i
Cc1ccc(NC(=O)CCN2C(=O)c3cccc4cccc(c34)C2=O)cc1	22	-2.1	i
CCOC(=O)c1c(S(=O)(=O)NCc2ccc(C)o2)c(C)n(C)c1C	16	1.3	i
CCN1CCOC(CC(=O)Nc2ccc([N+](=O)[O-])cc2)C1=O (stereo not given)	22	-1.2	i
COc1ccc(-c2noc(N3CCC(C(=O)NCCCN4CCC(C)CC4)CC3)n2)cc1	6	-4.4	i
CCc1ccc(CNC(=O)CCC(=O)N2Cc3cccc(OC)c3Oc3ncccc32)cc1	18	-0.3	i
Cc1ccc(C)c(NC(=S)NCc2ccccc2)c1	13	-0.8	i
C=CCN1C(=NC(=O)COc2ccc(Cl)cc2)SC2CS(=O)(=O)CC21 (stereo not given)	9	0.3	i
O=C(Nc1ccccc1)/C(=C\c1cccs1)NC(=O)c1ccccc1	9	-0.3	i
COc1ccc(CC(=O)OCC(=O)NC2CCCCC2)cc1	4	1.0	/

3 entries already listed, arranged by the value under STK33 inh, falling:
structure,STK33 inh
O=C(Nc1cccc(O)c1)C(=O)Nc1ccccn1,13
Cc1cc(C)c(NS(=O)(=O)c2ccc3c(c2)NC(=O)C(C)C(=O)N3)c(C)c1 (stereo not given),-1.0
CCCNS(=O)(=O)c1cc(Br)cc2c1N(C(=O)CC)CC2,-3.2

New compounds follow:
SMILES	OX1R FRET antag	STK33 inh	KCNQ2 block
COc1cccc(-c2cc(C(F)(F)F)nc(N3CCC(C)CC3)n2)c1	10	0.1	i
CC(=O)c1c(COC(=O)c2ccccc2Cl)nc2ccccc2[n+]1[O-]	11	-1.1	i
COc1ccc(-n2c(SCC(=O)N3CCOCC3)nc(O)c(Cc3ccccc3)c2=O)cc1	12	-0.5	i
Nc1nonc1C(=O)NCCNCc1ccccc1OCc1ccc(F)cc1	9	-0.3	i
Cn1c(=O)c(Cc2ccccc2)c(O)c2ccccc21	17	0.4	i
O=C(O)CN1C(=O)/C(=C\c2cn(-c3ccccc3)nc2-c2ccccc2)SC1=S	23	-0.8	i
O=C(Nc1cc(C(F)(F)F)ccc1N1CCCC1)C1=COCCO1	23	-1.2	i
CCC(C(=O)NCCc1ccc(C)cc1)n1nc(C)c2c(C)n(-c3ccccc3)nc2c1=O (stereo not given)	24	-1.4	i
C/C(=N\NC(=O)c1ccccc1)c1nc2ccccc2n1C	8	0.1	i
CC(C)CCNC(=O)CCC(=O)NNc1nc2ccccc2c2nc(-c3ccccc3)nn12	5	0.0	i
Clc1ccc(OCc2nnc(SCc3nc4ccccc4[nH]3)n2Cc2ccco2)cc1	17	1.7	i
Fc1ccc(C2CC(c3ccccc3)n3ncnc3N2)cc1 (stereo not given)	22	-1.9	i
CC(C)(C)c1ccc(-c2cc(N)n[nH]2)cc1	6	0.0	i

Only OX1R FRET antag, for some of the entries so far:
SMILES,OX1R FRET antag
CC(=O)c1c(COC(=O)c2ccccc2Cl)nc2ccccc2[n+]1[O-],11
Nc1nonc1C(=O)NCCNCc1ccccc1OCc1ccc(F)cc1,9
O=C(O)CN1C(=O)/C(=C\c2cn(-c3ccccc3)nc2-c2ccccc2)SC1=S,23
C/C(=N\NC(=O)c1ccccc1)c1nc2ccccc2n1C,8

Not a hit list (roughly 2.7% active in at least one column).
